# MCL1-BIM inh: MCL1-BIM-BH3 interaction inhibition (human); Q07820; inhibition, % at 10.9 µM; GST-MCL1 / FITC-Bim-BH3 fluorescence polarization; 320,000 tested, 0.68% active;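 active = inhibition above the mean inhibition of all tested compounds plus 3 SD, set per campaign, cut at about 40% in these data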;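 note: 0% = DMSO wells and 100% = unlabeled Bim-BH3 peptide control; higher means more loss of mP so more displacement of Bim peptide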
# Fam108B inh: Fam108B inhibition, counter-screen for RBBP9 inhibitors | 300,000 tested, 0.33% active | recombinant Fam108B, FP-Rh probe fluorescence polarization | inhibition, % at 9.51 µM;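 active = inhibition above the screen mean inhibition plus 3 SD, computed separately per campaign, cut at about 18% in these data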;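 note: inhibitors lower polarization as less probe binds the enzyme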
# GRK2 inh: blocks RNA aptamer binding to human GRK2. P25098. bead flow cytometry, FAM-aptamer displacement from GRK2. inhibition of aptamer binding, % at 10 µM. 330,000 tested, 0.59% active. AID 488847;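 active = inhibition of aptamer binding above 40%, roughly 3 SD of noise, on plates passing a quality check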;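 note: median bead fluorescence of bound FAM aptamer so fluorescent compounds give negative values; no value below 0 was filed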
# Target sequence (P25098 whole entry, looked up): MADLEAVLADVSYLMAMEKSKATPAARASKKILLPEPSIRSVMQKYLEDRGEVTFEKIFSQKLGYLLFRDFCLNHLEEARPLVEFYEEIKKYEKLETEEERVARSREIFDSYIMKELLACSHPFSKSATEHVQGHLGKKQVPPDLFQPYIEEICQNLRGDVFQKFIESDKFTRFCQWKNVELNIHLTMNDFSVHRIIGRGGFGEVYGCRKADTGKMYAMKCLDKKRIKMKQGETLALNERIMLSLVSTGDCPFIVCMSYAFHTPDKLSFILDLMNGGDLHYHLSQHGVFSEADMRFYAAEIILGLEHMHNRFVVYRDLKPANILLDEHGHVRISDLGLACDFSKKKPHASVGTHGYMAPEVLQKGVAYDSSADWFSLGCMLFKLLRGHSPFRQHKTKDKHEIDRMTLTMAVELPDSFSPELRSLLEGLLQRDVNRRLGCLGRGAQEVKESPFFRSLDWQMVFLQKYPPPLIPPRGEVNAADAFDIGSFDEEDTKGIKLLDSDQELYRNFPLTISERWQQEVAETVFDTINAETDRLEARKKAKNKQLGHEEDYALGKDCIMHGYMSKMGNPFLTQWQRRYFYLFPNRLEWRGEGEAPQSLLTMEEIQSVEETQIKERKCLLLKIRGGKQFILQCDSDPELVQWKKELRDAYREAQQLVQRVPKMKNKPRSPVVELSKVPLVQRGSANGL
# VLA-4 inh: inhibition in a human VLA-4 binding assay; P13612; VLA-4 expressing cells, ligand binding flow cytometry; inhibition, % (about 7 µM as worked out from the volumes in the protocol); 330,000 tested, 0.2% active; AID 2557; in the data active = inhibition above about 50%
# GLD-1 TGE inh: GLD-1-TGE RNA interaction inhibition (C. elegans); inhibition, % at 5.96 µM; AID 2280; 320,000 tested, 0.44% active; purified GLD-1 + fluorescein TGE RNA, fluorescence polarization;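 active = percent inhibition above a per-plate cutoff, the plate mean of test compounds plus 3 SD, cut at about 30% in these data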;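 note: 0% = DMSO wells with GLD-1 and probe and 100% = wells lacking GLD-1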
# BCLXL inh: inhibitors of human Bcl-xL | GST-Bcl-xL / FITC-Bim BH3 peptide fluorescence polarization | Q07817 | 320,000 tested, 0.7% active | inhibition, % at 10.9 µM;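 active = inhibition above the mean of all tested compounds plus 3 SD, cutoff set per campaign, cut at about 30% in these data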;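 note: 0% = DMSO wells and 100% = unlabeled Bim-BH3 peptide competitor; inhibitors lower millipolarization by displacing the labeled peptide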
# Target sequence (Q07817 whole entry, looked up): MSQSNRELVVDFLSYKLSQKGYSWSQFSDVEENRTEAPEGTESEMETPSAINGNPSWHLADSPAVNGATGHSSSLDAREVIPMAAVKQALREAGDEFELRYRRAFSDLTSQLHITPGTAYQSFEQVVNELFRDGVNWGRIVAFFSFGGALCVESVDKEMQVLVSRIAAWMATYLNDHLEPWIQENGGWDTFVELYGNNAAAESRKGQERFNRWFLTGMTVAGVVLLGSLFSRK
# AGP1-GFP MLPCN: modulators of TOR pathway AGP1-GFP in S. cerevisiae | AID 2066 | S. cerevisiae AGP1-GFP multiplex flow cytometry, 3 h; GFP as percent of DMSO wells | GFP response vs DMSO, % at 10 µM | 320,000 tested, 0.02% active;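 active = GFP response relative to DMSO above a set limit, near screen average plus 3 SD, cut at about 150% in these data; inconclusive = fewer than 70 cells counted for the yeast strain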;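 note: median GFP channel fluorescence of the gated AGP1 strain per well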
# MEX-5 binding: C. elegans MEX-5 TCR-2 RNA binding activity | 300,000 tested, 0.38% active | MEX-5/FITC-TCR2 RNA binding, fluorescence polarization; stronger effect = lower value | Q9XUB2 | AID 1832 | activity score (negative = inhibition of binding), % at 10 µM;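 active = inhibition past about -25% in most replicates, and total fluorescence under double the plate's negative control median, limit read from the data; inconclusive = replicates evenly split on the limit, or fluorescence at least double controls; inactive = too little inhibition in most replicates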;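 note: 0% = DMSO and -100% = 5 µM competing unlabeled TCR2 RNA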
# CIT2-GFP yeast: alters CIT2-GFP fluorescence in TOR pathway yeast screen | S. cerevisiae CIT2-GFP strain, flow cytometry, 3 h; 100 means same as DMSO wells | GFP response vs DMSO, % at 10 µM | 320,000 tested, 0.065% active;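 active = GFP response relative to DMSO above a set limit, near the screen mean plus 3 SD, cut at about 150% in these data; inconclusive = Fewer than 70 cells measured for a yeast strain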;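 note: ratio of well median GFP fluorescence to mean of DMSO wells on the plate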
# * = called active by the depositor; ? = inconclusive; . = no result given; [ ] = another dose, or the depositor's remark.
# Value order: MCL1-BIM inh	Fam108B inh	GRK2 inh	VLA-4 inh	GLD-1 TGE inh	BCLXL inh	AGP1-GFP MLPCN	MEX-5 binding	CIT2-GFP yeast
COc1ccc(CNC(=O)CN2C(=O)COc3ccc(S(=O)(=O)N4CCOCC4)cc32)cc1
    4	-4	1	-6	1	5	98	1.8	100
OCCNCC1(O)C2CC3CC(C2)CC1C3 (centres undefined)
    7	-1	0	12	3	3	84	1.3	78
Cc1cc(C(=O)NNC(=O)CCN2CCN(c3ccccc3)CC2)c2ccccc2n1
    -16	2	0	-7	-10	-9	98	-0.1	83
CCCSc1cc(N2CCN(C)CC2)nc(-c2ccc(OC)cc2)n1
    7	3	0	-6	-16	1	104	1.0	102
Nc1ccc(-c2c3ccc(=O)cc-3oc3cc(O)ccc23)cc1C(=O)O
    118*	11	1	-8	64*	106*	113	?	142
CCOc1cc(C(=O)Nc2ccc(S(=O)(=O)N3CCCCC3)cc2)ccc1OCC(=O)N1CCOCC1
    -11	-5	0	1	3	-5	110	3.0	100
Cc1ccc(Cl)cc1NC(=O)c1ocnc1C
    6	2	2	-11	4	4	104	-0.1	109
Cc1ccc2cc(CN(Cc3nnnn3Cc3ccco3)CC3CCCO3)c(=O)[nH]c2c1C (centres undefined)
    34	2	64*	-8	24	27	115	-0.5	116
O=C(NC1CC1)C1=C[C@H](c2ccc(C(F)(F)F)cc2)C[C@H](OCc2ccc(CO)cc2)O1
    -4	0	0	-6	6	0	92	-0.8	89
CCOP(=O)(c1ccc(N(C)C)cc1)C(O)c1ccccc1F (centres undefined)
    4	4	1	3	-3	1	100	1.7	100
CCc1ccc(C2=NN(C(=O)CCC(=O)O)C(c3cccs3)C2)cc1 (centres undefined)
    4	-1	0	8	4	3	97	-1.2	106
COc1ccc(S(=O)(=O)N2CCOCC2)cc1NC(=O)COC(=O)C1=COCCO1
    2	-3	1	6	5	3	105	-1.6	104
O=C(Cc1ccccc1)O/N=C1\CCCc2ccccc21
    4	3	0	-11	4	3	102	3.2	98
COc1ccc(C(=O)NNC(=O)c2ccc3ccccc3c2O)cc1
    19	-1	1	6	-3	2	103	-7.0	110
O=[N+]([O-])C1=CC=C2C(=NC3(CCCCC3)N2O)C1=NC1CCCCC1
    8	5	0	17	1	-4	109	2.6	101
O=C(NCCN1CCCCC1)Nc1ccc(F)c(Cl)c1
    5	0	0	-1	1	-3	99	2.1	97
O=C(CN1CCCCC1)NCCNc1ccc(C(F)(F)F)cc1[N+](=O)[O-]
    7	0	2	13	-2	4	100	2.4	104
CCOC(=O)/C=c1\s/c(=C(\C#N)C(=O)NC)n(-c2ccccc2)c1=O
    5	2	1	-1	-8	-1	100	0.8	105
COc1ccc(CCNC(=O)C2CCCN(Cc3nc(-c4ccccc4C)oc3C)C2)cc1OC (centres undefined)
    4	2	0	20	3	6	95	2.3	101
CCN1CC2([N+](=O)[O-])C=CC(=O)C([N+](=O)[O-])(C1)C2CC(=O)c1ccccc1 (centres undefined)
    15	0	0	4	7	18	106	-0.1	111
Cc1ccc(NCC(=O)Nc2ccc(Br)cc2)cc1F
    -6	-3	5	21	7	-3	103	-0.6	93
O=C(Cn1nnc(-c2ccccc2NC(=O)c2ccccc2F)n1)NC1CCCC1
    -13	-20	0	19	-87	1	111	0.2	110
Cn1c(CNS(=O)(=O)c2ccc(Cl)cc2)n[nH]c1=S
    -11	2	3	8	2	-10	106	-0.5	95
Cc1cc(NC(=O)c2ccc(F)cc2)ccc1NC(=O)c1ccco1
    1	-3	4	-1	4	2	98	3.5	97
COC(=O)C1(Cc2cc(-c3ccc(Cl)cc3)no2)CCN(C(=O)OC(C)(C)C)CC1
    -3	2	0	30	-2	-5	77	-0.1	75
Cn1cccc1Cc1nnc(SCC(=O)Nc2nccs2)n1CCc1ccccc1
    -6	0	0	-10	5	0	103	4.1	101
COC(=O)CNC(=O)Cn1ccc2ccccc2c1=O
    4	-4	1	-11	2	4	100	2.3	116
COc1cc(NC(=O)CSCC(=O)Nc2cccc(C(F)(F)F)c2)c(Cl)cc1Cl
    -3	-7	1	-15	7	-1	98	-5.6	93
Cn1cc2cc([N+](=O)[O-])ccc2n1
    -1	1	1	5	2	1	110	1.6	120
O=C(COc1ccccc1)N/N=C/c1sc(=O)n(Cc2cccc(C(=O)O)c2)c1Cl
    8	0	4	0	-14	10	103	-1.4	91
N/C(=N\NC(=O)c1ccc(F)cc1)c1cc2ccccc2oc1=O
    3	0	2	-6	4	1	99	-0.9	96
CSc1nc(N)nc2c1ncn2CC(=O)NCC(c1ccccc1)c1ccccc1
    .	.	18	-11	-11	.	105	.	106
CCCCS(=O)(=O)N1CCCC(C(=O)Oc2ccc(Cl)cc2)C1 (centres undefined)
    9	4	0	-7	3	2	103	0.1	100
O=C(O)CCC(=O)N1N=C(c2c(-c3ccccc3)c3cc(Cl)ccc3[nH]c2=O)CC1c1ccccc1 (centres undefined)
    5	0	5	3	3	5	110	3.8	105
COc1ccc(C2CC(=O)C=C(NNS(=O)(=O)c3ccc(C)cc3)C2)cc1 (centres undefined)
    3	-1	2	-7	2	2	100	4.9	102
COc1cccc(NC(=O)CN2CCN(c3ccc(F)cc3)CC2)c1
    0	12	0	-2	-4	1	99	-1.1	93
CC(C)CCNc1nc(N)c([N+](=O)[O-])c(N2CCCCCC2)n1
    3	-1	2	2	1	0	108	2.1	96
CCOC(=O)N1CCN(C(=O)CNC(=O)c2ccccc2F)CC1
    .	.	0	13	1	.	98	.	107
Oc1ccc(/C=N/n2c(COc3ccccc3)n[nH]c2=S)cc1O
    44*	-1	0	-4	-10	11	91	-11	97
COCC1CCN(C(=O)c2cc(COc3cccc4cnccc34)on2)CC1
    2	5	1	5	5	1	100	0.1	103
COc1ccc(OC)c(CN2CCN(C(=O)c3cc4ccccc4cc3O)CC2)c1
    4	-3	4	-2	6	2	109	4.0	108
CCC(C)(NC(=O)c1ccccc1)C(=O)O (centres undefined)
    -10	0	0	1	-4	-3	95	0.6	97
Cc1ccc(NC(=O)NC2CC(=O)N(c3ccc4c(c3)OCCO4)C2)cc1C (centres undefined)
    9	-1	0	-1	4	6	110	2.5	90
CCOC(=O)c1cc(C(C)(C)C)oc1CN
    5	-4	2	-1	7	4	97	1.9	90
C/C=C(\C)C(=O)NCCN1C2=NC[C@H](Cc3ccc(O)cc3)N2C[C@H]1Cc1ccc(O)cc1
    11	4	0	31	0	2	99	-4.6	96
CCOc1ccc(-c2cc(C(=O)OC)[nH]n2)cc1
    6	6	8	3	-2	11	92	-0.2	99
Cc1cccc(CN2CCN(Cc3ccc4nonc4c3)CC2CCO)n1 (centres undefined)
    3	-4	41*	5	3	1	?	1.1	92[may fluoresce red]
Cc1cccc(/C=C2/SC(=O)N(Cc3ccccc3Cl)C2=O)n1
    -2	2	5	6	0	-1	107	2.5	108
CCN1C(C)=C(C)S/C1=C1\SC(=S)N(C2CCCCC2)C1=O
    -9	0	1	15	4	-3	98	-2.7	100
Nc1ncnc2nc(SCc3ccccc3)[nH]c12
    6	6	0	13	6	7	98	-1.4	98

# Additional entries follow:
# Value order: MCL1-BIM inh	Fam108B inh	GRK2 inh	VLA-4 inh	GLD-1 TGE inh	BCLXL inh	AGP1-GFP MLPCN	MEX-5 binding	CIT2-GFP yeast
CCCCc1ccc(NC(=O)COc2ccc(C(=O)Nc3ccccc3C)cc2)cc1
    -2	-1	1	37	1	-3	95	-0.3	98
CC(=O)c1ccc(NC(=O)CCc2c(C)nn(-c3ccc(N4CCOCC4)nn3)c2C)cc1
    0	3	0	0	5	1	96	4.2	105
CCOC(=O)c1c(C)c(C(=O)NCc2ccco2)c(C)n1CC
    -2	3	1	7	2	5	98	1.7	100
CCOc1cc2c(C)cc(=O)oc2cc1Cl
    4	4	0	2	0	2	96	0.0	94
CCC(C)Sc1nc2c(c(=O)[nH]1)C(c1cccs1)C1=C(CCCC1=O)N2 (centres undefined)
    6	-2	3	32	3	7	94	3.3	97
O=C1C2Sc3[nH]c(=O)sc3C(c3ccccc3)C2C(=O)N1c1ccccc1 (centres undefined)
    5	5	5	1	10	11	87	1.5	91
Cc1ccc(S(=O)(=O)N2CCOCC2)cc1C(=O)c1nccn1C
    1	-5	0	13	-3	-4	90	1.0	101
CCN(CC(=O)NCCN1CCOCC1)S(=O)(=O)c1ccc(F)cc1
    -2	2	0	12	4	1	?	1.7	?
C=C(C)CNC(=S)N/N=C/c1ccc(N2CCOCC2)cc1
    -13	-1	1	7	-14	-6	97	2.2	100
COc1ccc2c(c1)[C@H]1[C@H](CO2)[C@H](c2ccccc2)[C@]2(C)C(=O)Nc3ccccc3C(=O)N12
    10	2	3	-7	6	6	84	.	88
CN(C)S(=O)(=O)c1cc(NC(=O)CNCc2ccc(F)cc2)ccc1Cl
    6	-5	0	11	2	2	100	-0.4	100
Brc1ccc2ncc(Br)cc2c1
    0	-1	0	10	-5	3	110	0.6	114
Cc1cccnc1NC(=O)C1CCN(S(=O)(=O)c2ccc3c(c2)CCC(=O)N3)CC1
    3	0	0	20	2	1	104	0.1	101
CC(C)N1C(=O)C2(OCCCO2)c2cc(Br)ccc21
    -6	-1	0	0	8	-1	95	1.8	99
CN(C(=O)CCN1C(=O)/C(=C/c2ccccc2F)SC1=S)C1CCS(=O)(=O)C1 (centres undefined)
    4	1	1	7	3	5	99	-0.6	94
CC1CCN(CCOc2cc(Cl)ccc2Cl)CC1
    -7	-3	0	8	-4	2	101	-2.3	101
Cc1ccccc1Nc1nc(N)nc(CSc2nncn2C)n1
    0	-4	0	6	7	-3	98	1.7	99
CCN1CCN(C(=O)c2[nH]c3ccc(OC)cc3c2C)CC1
    2	-2	1	5	-2	2	98	-3.2	99
O=C(CN1C(=O)NC2(CCCCC2)C1=O)N1CCN(c2ncccn2)CC1
    2	.	0	1	-2	6	101	.	98
O=C(CSc1nc(-c2ccccc2)cc(C(F)(F)F)n1)NCc1ccco1
    4	5	3	1	9	6	93	-0.7	100
O=C(COC(=O)c1ccc(Br)cc1)NC(=O)NCc1ccccc1
    -1	.	0	6	-3	1	97	.	107
O=C(COC(=O)c1ccc(S(=O)(=O)N2CCc3ccccc3C2)cc1)NC1CCS(=O)(=O)C1 (centres undefined)
    -1	-1	0	-6	1	0	100	-1.5	98
COc1ccc(CN2C(=NC(=O)C3CC3)SC3CS(=O)(=O)CC32)cc1OC (centres undefined)
    -9	-6	0	9	4	-10	95	1.0	100
CCc1nnc(NC(=O)CSc2ccc(-c3ccc(F)cc3)nn2)s1
    5	3	0	4	4	4	104	-1.4	96
O=C(O)CCC(=O)N1N=C(c2ccccc2)CC1c1ccc2nccnc2c1 (centres undefined)
    5	-3	0	11	2	3	96	-1.3	97
COc1c2occc2c(OC)c2c(=O)cc(C(F)(F)C(F)(F)F)oc12
    1	2	3	8	-1	2	104	-1.7	102

# 2 compounds from above, reduced to VLA-4 inh:
compound | VLA-4 inh
O=C(NC1CC1)C1=C[C@H](c2ccc(C(F)(F)F)cc2)C[C@H](OCc2ccc(CO)cc2)O1 | -6
COc1ccc2c(c1)[C@H]1[C@H](CO2)[C@H](c2ccccc2)[C@]2(C)C(=O)Nc3ccccc3C(=O)N12 | -7
